Bioassay records as filed in PubChem.
VEEV TC-83 Vero = inhibitors of VEEV TC-83 cytopathic effect, confirmation, Vero cells (AID 588727); Vero cells, VEEV TC-83 cytopathic effect inhibition; higher % means a stronger effect; inhibition, % at 20 µM, or IC50 in µM where a hit was titrated; 350,000 compounds, 0.13% hits; in the data active = a potency from the dose series; inconclusive = inhibition mostly from about 14% at the one dose, without a potency; inactive = the rest, 99 in 100 with inhibition below about 12%; also: strong numbers were not always called active
M. tuberculosis = growth inhibition of non-replicating M. tuberculosis (AID 488890). Mycobacterium tuberculosis non-replicating, growth inhibition; higher % means a stronger effect. inhibition, % at 25 µM; hits with a dose series show IC50 in µM. 320,000 compounds, 0.39% hits; in the data active = a potency from the dose series; inconclusive = inhibition mostly from about 82% at the one dose, without a potency; inactive = the rest, 99 in 100 with inhibition below about 76%;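 also: plate controls were DMSO cells for no effect and high antibiotic wells for full effect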
PhoP GFP inhibition = PhoP regulon inhibitors, Salmonella typhi PhoP promoter GFP reporter, confirmatory (AID 1850); Salmonella Typhi PhoP-promoter GFP reporter, fluorescence, 4 h; higher % means a stronger effect; inhibition, % at 50 µM, or IC50 in µM where a hit was titrated; 310,000 compounds, 0.33% hits; in the data active = a potency from the dose series; inconclusive = inhibition mostly from about 25% at the one dose, without a potency; inactive = the rest, 99 in 100 with inhibition below about 19%;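 also: 0% = induced wells with vehicle and 100% = uninduced wells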
influenza NS1A = NS1A inhibition, H1N1 influenza, cell based functional assay (AID 504329); NS1A functional cell-based assay, percent inhibition; higher % means a stronger effect; inhibition, % at 12.5 µM; hits with a dose series show IC50 in µM; 340,000 compounds, 0.3% hits; in the data active = a potency from the dose series; inconclusive = inhibition above about 27% without an active follow-up result; also: strong numbers were not always called active
H37Rv inhibition = M. tuberculosis growth inhibition, HTS (AID 449762); M. tuberculosis H37Rv growth inhibition, 7H9 media; higher % means a stronger effect; one-dose inhibition, % at 25 µM; IC50 in µM for titrated hits; 330,000 compounds, 0.59% hits; in the data active = a potency from the dose series; inconclusive = inhibition above about 70% without an active follow-up result;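 also: bacterial growth assessed after seven days of incubation; strong numbers were not always called active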
The depositor's hits bear a star; i = inactive; ? = inconclusive; . = no result given.

SMILES	VEEV TC-83 Vero	M. tuberculosis	PhoP GFP inhibition	influenza NS1A	H37Rv inhibition
Cc1ncoc1C(=O)Nc1nccs1	1.0%	1%	5%	-4%	1%
CC(NC(=O)CN1CCN(S(=O)(=O)c2ccc(Br)cc2)CC1)c1ccccc1 (centres undefined)	4.7%	0%	3%	-2%	-3%
CCC(C)n1c(-c2cccc(S(=O)(=O)N(CC)CC)c2)n[nH]c1=S (centres undefined)	0.8%	0%	-7%	-15%	-6%
O=C(O)CCCn1cc(NC(=O)c2sc3ccccc3c2Cl)cn1	1.2%	3%	-4%	-17%	-1%
CCOc1ccccc1CN1C(=O)c2ccccc2C1C(=O)NCC1CCCO1 (centres undefined)	0.8%	-13%	-6%	-5%	-9%
Cc1nnc(SCC(=O)Nc2ccccc2F)n(N)c1=O	1.3%	3%	-3%	-7%	-11%
Cc1cccc(OCCOC(=O)C2CCN(S(=O)(=O)c3ccc(C)c(C)c3)CC2)c1	7.2%	12%	-9%	6%	-10%
CC(=O)Nc1c(C)nn(-c2ccc(C)c(C)c2)c1C	4.7%	-13%	-11%	-3%	-6%
O=[N+]([O-])c1ccc(S(=O)(=O)N2CCN=C2SCc2ccc(F)cc2)cc1	i	-5%	-4%	-6%	-8%
O=C(NN=C1CCCC1)c1ccccc1OCCOc1ccccc1	2.1%	18%	-1%	-3%	2%
Cc1ccccc1NS(=O)(=O)c1nnc(NC(=O)C(C)C)s1	0.1%	11%	16%	-8%	3%
COC(=O)C1=C(C)N(c2ccc(C)cc2)/C(=C/c2ccc(O)cc2)C1=O	1.6%	4%	-2%	3%	-7%
Cc1ccc(C)c(S(=O)(=O)N(C)c2ccc(OC(=O)C3CCN(C(=O)c4ccc(F)cc4)CC3)cc2)c1	5.7%	.	.	-5%	.
C=CCSc1nc(N)c(NC(=O)c2ccco2)c(=O)[nH]1	0.2%	-28%	3%	-4%	-4%
Cc1cc(CSc2ccccc2)ccc1NC(=O)COc1ccccc1C	i	80%	-4%	-10%	?
CCCNC(=O)NC(=O)CSc1nc2ccccc2n1CC(C)C	1.1%	22%	8%	1%	-1%
CC1CC(=O)Nc2ccccc2N1C(=O)COc1ccc2ccccc2c1 (centres undefined)	0.4%	13%	.	1%	4%
CCCCn1c(Nc2ccccc2)nc2ccccc21	i	7%	3%	-2%	-6%
CCCn1cnc2c(c1=O)c1nc3ccccc3nc1n2CCc1ccccc1	2.0%	1%	-6%	11%	3%
COc1ccc(-n2c(C)nn(C)c2=O)c(OC)c1	1.7%	-2%	3%	1%	-3%
COc1ccc(CNC(=O)CSc2nc3ccc(N)cc3s2)cc1	1.5%	31%	-4%	8%	4%
CC(C)C(=O)N=C1SC2CS(=O)(=O)CC2N1Cc1ccc(Cl)cc1 (centres undefined)	0.8%	-4%	-6%	-2%	-2%
O=C1COc2ccc(C(=O)c3ccccc3)cc2CN1	0.2%	2%	-7%	0%	-5%
CC1CCCC(NC(=O)Nc2cccs2)C1C (centres undefined)	0.9%	42%	-7%	-9%	2%
COC(=O)N/N=C/c1cn(CCCOc2ccc(C)cc2)c2ccccc12	0.7%	41%	-6%	-1%	6%
Cc1nn(-c2ccc(F)cc2)c2c1cc(C#N)c1nc3ccccc3n12	0.0%	-4%	7%	0%	-7%
CS(=O)(=O)Nc1ccc(C2=NN(C(=O)c3ccco3)C(c3ccco3)C2)cc1 (centres undefined)	9.7%	5%	-3%	-13%	-7%
COc1ccccc1NC(=O)Nc1ccnn1C1CCN(C(=O)c2ccccn2)CC1	2.7%	-11%	-13%	-9%	-8%
COc1ccc(N(CC(O)CN2CCOCC2)S(=O)(=O)c2ccc(C)cc2)cc1 (centres undefined)	i	-18%	4%	1%	2%
CC1(C)CC(c2csc(N)n2)CCO1 (centres undefined)	0.3%	-6%	-11%	-12%	-3%
COc1ccccc1-c1c(C(F)(F)F)oc2cc(OC(=O)c3ccccc3[N+](=O)[O-])ccc2c1=O	i	13%	18%	3%	-10%
CCOc1ccc(CCNC(=O)COC(=O)/C=C/c2ccc(OCC#N)c(OC)c2)cc1OCC	0.7%	0%	4%	2%	-4%
O=C(COc1ccc2c3c(c(=O)oc2c1)CCCC3)N1CCN(c2ccccc2)CC1	0.8%	-4%	7%	4%	-8%
COC(C[C@H]1O[C@@H]1C(=O)[C@H](C)OCc1ccccc1)OC	3.1%	2%	-5%	-5%	3%
Cn1c(N)c(C(=O)CSc2ccccn2)c(=O)n(C)c1=O	i	-5%	0%	-4%	1%
C/C(=N/OC(=O)c1ccc(C(F)(F)F)cc1)c1oc(C)nc1C	2.4%	36%	-8%	-12%	-1%
CCCn1c(N)c(N(C)C)c(=O)n(CC(=O)Nc2ccc(OC(F)(F)F)cc2)c1=O	8.0%	-6%	4%	0%	-7%
CC(=O)Nc1ccc2c(c1)Cc1cc(N3C(=O)C=CC3=O)ccc1-2	1.4%	.	.	0%	.
CC(C)c1[nH]nc2c1C1(CCN(Cc3ccccc3)CC1)C(C#N)=C(N)O2	1.6%	7%	-13%	-1%	-8%
COc1ccccc1NC(=O)c1cc(C(=O)Nc2ccccc2OC)n(C)n1	11%	2%	14%	6%	20%
O=S(=O)(c1ccccc1)N(CC(O)CN1CCCC1)c1ccccc1 (centres undefined)	i	-1%	0%	6%	-1%
Cc1ccc(CNC(=O)CN2c3cccc4cccc(c34)S2(=O)=O)cc1	0.5%	-5%	.	6%	-6%
Nc1ccc(N2CCN(C(=O)c3ccco3)CC2)cc1	1.4%	-3%	3%	17%	-5%
CCOC(=O)c1csc(NC(=O)c2cccs2)n1	5.0%	21%	6%	-5%	5%
COc1cccc(Nc2ncnc3c2cnn3C)c1	0.3%	3%	-6%	0%	2%
Cc1ccc(NCc2nnc(SCC(=O)OC3CCCCC3)o2)c(C)c1	7.5%	?	7%	4%	?
COc1ccc(-n2c(=O)cc(N3CC(C)OC(C)C3)[nH]c2=O)cc1 (centres undefined)	2.2%	4%	-2%	2%	-8%
C=CCn1c(C)cc(C2=NNC(=NCC)SC2)c1C	i	69%	0%	4%	64%
O=C1CC(c2cc(-c3ccccc3)no2)C1	0.0%	16%	-11%	-7%	-2%
Cc1c(C(=O)O)sc2ncn(C)c(=O)c12	1.0%	.	-7%	4%	-11%
Cc1c(C)c2ccc(O)c(CN3CCN(C)CC3)c2oc1=O	1.8%	-6%	6%	-1%	-9%
Cc1cc(OC(C(=O)O)c2ccccc2)c2c(C)c(Cc3ccccc3)c(=O)oc2c1 (centres undefined)	i	27%	6%	-7%	14%
CCOC(=O)C1CCN(C(=O)C2CCN(S(=O)(=O)N3CCC4(CC3)OCCO4)CC2)CC1	1.0%	-5%	-1%	-9%	-2%
COc1ccc(N2CCN(C(c3ccccc3OC)c3nnnn3C3CCCC3)CC2)cc1 (centres undefined)	1.4%	.	.	3%	.
CC(=O)C1C(c2ccc(F)cc2)NC(=O)NC1(O)C(F)(F)F (centres undefined)	0.4%	-6%	-22%	1%	-2%
O=C(c1ccc(NS(=O)(=O)c2cccc(F)c2)cc1)N1CCCC1	2.8%	1%	-3%	-4%	-3%
Cn1c(N2CCOCC2)nc2c1c(=O)n(Cc1ccc(Cl)cc1)c(=O)n2C	0.3%	5%	-4%	-2%	7%
Cc1ccc(-c2nnc(Nc3ccc(CC(N)=O)cc3)c3ccccc23)cc1S(=O)(=O)NCCO	1.9%	-6%	4%	-22%	-3%
COC(=O)CNc1nc(-c2cccnc2)nc2ccccc12	7.0%	-2%	-4%	22%	1%
COc1ccc(-c2nc(CS(=O)CC(=O)NCc3ccco3)c(C)o2)cc1OC (centres undefined)	i	6%	-9%	3%	-4%

16 compounds out of the list, ordered by number of heavy atoms, largest number first.
SMILES	VEEV TC-83 Vero	M. tuberculosis	PhoP GFP inhibition	influenza NS1A	H37Rv inhibition
Cc1ccc(-c2nnc(Nc3ccc(CC(N)=O)cc3)c3ccccc23)cc1S(=O)(=O)NCCO	1.9%	-6%	4%	-22%	-3%
COc1ccc(N2CCN(C(c3ccccc3OC)c3nnnn3C3CCCC3)CC2)cc1 (centres undefined)	1.4%	.	.	3%	.
CCOC(=O)C1CCN(C(=O)C2CCN(S(=O)(=O)N3CCC4(CC3)OCCO4)CC2)CC1	1.0%	-5%	-1%	-9%	-2%
Cc1cc(OC(C(=O)O)c2ccccc2)c2c(C)c(Cc3ccccc3)c(=O)oc2c1 (centres undefined)	i	27%	6%	-7%	14%
COc1ccc(-c2nc(CS(=O)CC(=O)NCc3ccco3)c(C)o2)cc1OC (centres undefined)	i	6%	-9%	3%	-4%
COc1ccccc1NC(=O)c1cc(C(=O)Nc2ccccc2OC)n(C)n1	11%	2%	14%	6%	20%
Cn1c(N2CCOCC2)nc2c1c(=O)n(Cc1ccc(Cl)cc1)c(=O)n2C	0.3%	5%	-4%	-2%	7%
Cc1ccc(NCc2nnc(SCC(=O)OC3CCCCC3)o2)c(C)c1	7.5%	?	7%	4%	?
O=S(=O)(c1ccccc1)N(CC(O)CN1CCCC1)c1ccccc1 (centres undefined)	i	-1%	0%	6%	-1%
COc1ccc(-n2c(=O)cc(N3CC(C)OC(C)C3)[nH]c2=O)cc1 (centres undefined)	2.2%	4%	-2%	2%	-8%
CC(=O)C1C(c2ccc(F)cc2)NC(=O)NC1(O)C(F)(F)F (centres undefined)	0.4%	-6%	-22%	1%	-2%
Nc1ccc(N2CCN(C(=O)c3ccco3)CC2)cc1	1.4%	-3%	3%	17%	-5%
COc1cccc(Nc2ncnc3c2cnn3C)c1	0.3%	3%	-6%	0%	2%
CCOC(=O)c1csc(NC(=O)c2cccs2)n1	5.0%	21%	6%	-5%	5%
O=C1CC(c2cc(-c3ccccc3)no2)C1	0.0%	16%	-11%	-7%	-2%
Cc1c(C(=O)O)sc2ncn(C)c(=O)c12	1.0%	.	-7%	4%	-11%

Next section
SMILES	VEEV TC-83 Vero	M. tuberculosis	PhoP GFP inhibition	influenza NS1A	H37Rv inhibition
O=C(c1ccc(F)cc1)N1C2CCC1CC(O)(c1ccccc1F)C2 (centres undefined)	2.4%	-7%	-8%	1%	-5%
O=C(Nc1cccnc1)c1ccc(NC(=O)c2ccco2)cc1	2.5%	-9%	-6%	-1%	-9%
O=[N+]([O-])c1ccc(O)c(C=NNc2ccc(S(=O)(=O)O)cc2)c1	1.1%	.	.	-1%	.
Cc1ccc(S(=O)(=O)Nc2nc3ccc(N)cc3s2)cc1	2.1%	32%	5%	11%	-4%
CC(=NCCc1ccccc1)c1c(O)n(C)c(=O)n(C)c1=O	i	-5%	-2%	9%	1%
O=C(CCC(=O)N1CCN(c2ccccc2F)CC1)c1ccc(Cl)s1	0.1%	25%	.	4%	13%
C/C(=N/Nc1ccc([N+](=O)[O-])cc1)c1c[nH]c2ccccc12	0.9%	56%	-6%	0%	?
NC(=O)C1CCN(C(=S)NCc2ccc3c(c2)OCO3)CC1	1.2%	-8%	2%	-5%	10%
Cc1noc(/C=C/N(C)C)c1S(=O)(=O)N1CCCC(C(=O)NCc2cccs2)C1 (centres undefined)	2.6%	53%	8%	5%	2%
O=C1CN(S(=O)(=O)c2ccccc2Cl)CCN1	4.1%	.	.	-11%	.

Entries of single compounds, looked up by structure. Values in the order: VEEV TC-83 Vero	M. tuberculosis	PhoP GFP inhibition	influenza NS1A	H37Rv inhibition
Cc1c(C)c2ccc(O)c(CN3CCN(C)CC3)c2oc1=O is listed with 1.8%	-6%	6%	-1%	-9%
CCCCn1c(Nc2ccccc2)nc2ccccc21 is listed with i	7%	3%	-2%	-6%
